NOD2 RIPK2 PPI: blocks binding of human NOD2 to RIPK2; O43353; CHO BLA complementation NOD2-RIPK2, CCF4 ratio; inhibition, % at 4.98 µM; 0.38% of 360,000 active; AID 624267; in the data active = inhibition above about 21%;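 note: 0% = vehicle only and 100% = reference blocker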
ABCB6 inh MLPCN: blocks the human ABCB6 transporter; Q9NP58; K562-ABCB6 porphyrin accumulation, flow cytometry, 1 h; hits give low values; fluorescence ratio to DMSO, % at 10 µM; 0.19% of 360,000 active; AID 602162;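 active = fluorescence ratio to DMSO below 75%, the collection mean minus 3 SD; inconclusive = too few cells collected in the well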;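 note: signal is porphyrin accumulated inside mitochondria; 100% equals median channel fluorescence of DMSO control wells; lower ratio means ABCB6 inhibition with less porphyrin fluorescence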
TLR9-MyD88 block: TLR9-MyD88 interaction inhibition. Q9NR96+Q99836. CHO BLA complementation TLR9-MyD88, CCF4 FRET ratio. inhibition, % at 4.98 µM. 0.21% of 340,000 active. AID 504734;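 active = inhibition above the mean over all tested compounds plus 3 SD, cut at about 21% in these data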;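 note: 0% = DMSO only wells and 100% = clavulanate BLA inhibitor control wells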
m5-HT2A agonist: mouse HTR2A agonism via beta-arrestin recruitment; CHO-K1 mHTR2A beta-arrestin complementation, luminescence; percent of 30 µM serotonin response; activation, % at 7.6 µM; 0.66% of 360,000 active; AID 624169;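 active = activation above a run cutoff, the mean activation of all tested compounds plus 3 SD, cut at about 14% in these data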;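 note: 0% = plate median of compound wells and 100% = 30 µM serotonin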
H9c2 protect: protects H9c2 cardiomyocytes from peroxide injury | H2O2 injury protection, ATPLite, 2 h | AID 588492 | 0.63% of 360,000 active | protection from H2O2 cell death, % at 20 µM;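 active = compounds giving at least 50% protection of heart cells from peroxide-induced death in the single-dose screen, raw or plate-pattern-corrected value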;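 note: 0% = DMSO wells with peroxide and 100% = DMSO wells without peroxide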
Glyco luc inh: blocks N-linked glycosylation in D54 reporter cells; AID 588692; 0.23% of 360,000 active; reporter increase, % at 12.5 µM; D54 ERlucT glycosylation luciferase reporter, 24 h; percent of 100 nM tunicamycin response;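 active = mean luciferase reporter signal, scaled so untreated is 0 and the glycosylation-blocking control 100, at or above a set limit in every replicate; inconclusive = mean reaches the limit but not every replicate does; inactive = mean below the limit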;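 note: luciferase carries N-glycosylation sites so blocking glycosylation raises the light; 0% = median of neutral control wells and 100% = median of 100 nM tunicamycin wells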
SRC2 inh: human SRC2 (NCOA2) inhibition. Q15596. HEK293 GAL4-SRC2 luciferase reporter, luminescence. inhibition, % at 9 µM. 0.17% of 370,000 active;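 active = inhibition above the mean inhibition of all tested compounds plus 3 SD, set per campaign, cut at about 52% in these data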;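 note: 0% = DMSO treated cells and 100% = cells given Gossypol at 36 µM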
Target sequence (Q15596 whole entry, looked up, the tested form may be a part): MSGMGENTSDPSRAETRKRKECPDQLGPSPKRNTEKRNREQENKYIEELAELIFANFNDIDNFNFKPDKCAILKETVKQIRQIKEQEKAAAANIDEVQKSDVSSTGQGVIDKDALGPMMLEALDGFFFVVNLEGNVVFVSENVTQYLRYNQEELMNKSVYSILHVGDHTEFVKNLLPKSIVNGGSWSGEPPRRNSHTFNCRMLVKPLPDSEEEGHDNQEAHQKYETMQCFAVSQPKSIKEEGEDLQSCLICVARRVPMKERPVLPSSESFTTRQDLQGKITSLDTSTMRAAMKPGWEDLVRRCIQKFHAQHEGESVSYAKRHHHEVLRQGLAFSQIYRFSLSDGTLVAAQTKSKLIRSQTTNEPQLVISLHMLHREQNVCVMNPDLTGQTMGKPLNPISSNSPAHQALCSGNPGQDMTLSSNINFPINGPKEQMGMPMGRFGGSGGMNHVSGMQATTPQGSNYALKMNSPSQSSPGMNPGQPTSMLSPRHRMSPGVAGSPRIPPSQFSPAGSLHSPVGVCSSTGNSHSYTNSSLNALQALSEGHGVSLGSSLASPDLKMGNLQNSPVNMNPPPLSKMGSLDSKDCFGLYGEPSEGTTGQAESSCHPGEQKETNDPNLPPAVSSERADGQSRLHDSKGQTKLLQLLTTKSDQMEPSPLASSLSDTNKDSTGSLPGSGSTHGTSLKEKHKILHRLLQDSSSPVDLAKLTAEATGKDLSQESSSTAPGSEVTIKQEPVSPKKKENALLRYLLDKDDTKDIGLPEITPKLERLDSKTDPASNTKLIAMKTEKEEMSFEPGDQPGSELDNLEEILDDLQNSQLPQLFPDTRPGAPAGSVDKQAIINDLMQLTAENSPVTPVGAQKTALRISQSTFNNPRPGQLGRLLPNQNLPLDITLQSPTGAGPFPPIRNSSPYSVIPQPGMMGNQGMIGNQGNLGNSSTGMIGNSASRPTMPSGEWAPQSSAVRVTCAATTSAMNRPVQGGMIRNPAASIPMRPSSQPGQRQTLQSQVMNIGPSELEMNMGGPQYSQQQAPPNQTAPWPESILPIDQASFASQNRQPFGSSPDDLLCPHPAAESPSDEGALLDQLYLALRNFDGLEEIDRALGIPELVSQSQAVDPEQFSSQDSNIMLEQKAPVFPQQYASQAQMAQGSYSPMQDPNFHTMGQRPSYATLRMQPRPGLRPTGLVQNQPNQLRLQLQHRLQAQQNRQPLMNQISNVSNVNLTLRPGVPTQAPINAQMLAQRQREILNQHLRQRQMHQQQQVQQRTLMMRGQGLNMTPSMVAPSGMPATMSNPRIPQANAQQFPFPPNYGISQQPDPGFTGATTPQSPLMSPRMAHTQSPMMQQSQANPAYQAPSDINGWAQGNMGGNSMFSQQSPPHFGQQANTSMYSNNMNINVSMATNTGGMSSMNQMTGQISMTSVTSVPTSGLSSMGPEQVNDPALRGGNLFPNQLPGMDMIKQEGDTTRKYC
MC4R antagonist: antagonists of human melanocortin 4 receptor (MC4R); MC4R-expressing cells, MTII-stimulated cAMP, LANCE TR-FRET; inhibition, % at 6.5 µM; P32245; 0.48% of 360,000 active;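 active = inhibition above its plate's cutoff, the mean of tested wells on that plate plus 3 SD, cut at about 29% in these data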;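 note: 0% = Melanotan II alone and 100% = Melanotan II plus saturating MCL0020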
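system = U2OS cells with stable human MC4R expression | also added = Melanotan II challenge after compound preincubation | dosing = one concentration, 6.5 µM nominal | incubation = compound 30 min, challenge 1 h, detection 1 h | measured by = TR-FRET with Eu-cAMP and labeled anti-cAMP, 671 nm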
MC4R ag barr: agonists of human melanocortin 4 receptor (MC4R) beta-arrestin | U2OS MC4R beta-arrestin complementation, luminescence; percent of melanotan II response, DMSO zero | AID 540308 | activation, % at 8.9 µM | 0.98% of 360,000 active | P32245;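 active = activation above a per-plate cutoff, the mean activation of sample wells on that plate plus 3 SD, cut at about 8% in these data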
ABHD5-PLIN5 inh: blocks binding of human ABHD5 to perilipin-5. Q00G26+Q8WTS1. Split G. princeps luciferase complementation, luminescence, 4 h. inhibition, % at 4 µM. 0.78% of 360,000 active. AID 602281;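 active = inhibition above the mean inhibition across every tested compound plus 3 SD, cut at about 22% in these data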;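 note: 0% = DMSO only wells and the 100% control is not disclosed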
* hit, by the source's call; u = inconclusive; x = not tested or not shown.

canonical_smiles	NOD2 RIPK2 PPI	m5-HT2A agonist	Glyco luc inh	H9c2 protect	MC4R ag barr	TLR9-MyD88 block	ABCB6 inh MLPCN	ABHD5-PLIN5 inh	SRC2 inh	MC4R antagonist
CC(C)(C)OC(=O)N1CCN(C(=O)Nc2ccc3c(c2)OCCO3)CC1	5	-2	3	-6	-0.5	6	99	0	-4	8
O=C(NCc1ccccc1)Nc1cccn(Cc2c(F)cccc2Cl)c1=O	4	-11	1	-6	-2.5	3	94	1	-15	-6
Cn1ncc(Br)c1C(=O)Nc1ccc(F)cc1F	3	-2	-1	2	-2.1	0	95	-2	6	2
CCc1ccc(C(=O)CSc2n[nH]c(-c3ccncc3)n2)cc1	-7	-4	-1	-8	-0.6	5	100	-2	-9	1
O=C(Nc1ccc(-c2nc3ccccc3[nH]2)cc1)c1cccc(N2C(=O)CCC2=O)c1	6	5	-1	2	0.3	-3	95	0	-8	0
COc1ccc(Cl)cc1N(CC(=O)Nc1ccccc1SC)S(C)(=O)=O	9	-3	1	-6	-1.4	-1	104	-5	15	-6
Cc1cc(=O)[nH]c(NCc2ccccc2)n1	5	1	1	-2	-2.1	-1	96	1	16	-3
COCn1ccnc1C(=O)c1ccco1	-9	7	0	0	-1.2	0	100	3	-26	-6
CC1CC1C(=O)Nc1ccc(-c2ccccc2)cc1 (configuration not stated)	-4	0	-4	-21	4.1	2	99	-2	-35	15
Cn1cc(S(=O)(=O)N2CCCC2)cc1C(=O)NCc1ccccc1	12	5	-3	6	1.6	6	99	-8	-3	4
O=S(=O)(Nc1nc2ccccc2nc1Cl)c1ccc(Br)cc1	-7	7	-2	-8	2.4	-2	96	-5	-5	3
O=C(NCc1ccc(F)cc1)C1CCC(CNS(=O)(=O)c2ccccc2)CC1 (configuration not stated)	-10	1	-3	0	0.1	-10	96	-1	-41	17
Cc1ccc(C)c(NS(=O)(=O)c2ccc(-c3cnc(C4CC4)o3)cc2)c1	11	2	7	-13	-2.6	3	100	-9	17	-19
O=C(Oc1ccccc1)n1c(=S)oc2ccccc21	-6	5	0	-2	-2.8	5	105	1	-3	5
CCn1cc(-c2cc(C(=O)O)c3ccccc3n2)c(C)n1	-5	-1	3	1	-2.9	-1	95	0	-4	6
O=C1N=C(N2CCOCC2)SC1=Cc1ccco1	2	-2	2	0	-1.8	2	94	12	5	-13
CC(C)c1ccc(NC(=O)CCC(=O)NCc2ccco2)cc1	-2	2	5	-2	-0.3	12	99	14	-22	11
CCCc1cc(-c2ccc3c(c2)COc2c4ccccc4nn2-3)on1	-6	-3	-13	-6	4.5	-5	102	-2	-72	11
CCCNC(=O)COC(=O)c1n[nH]c2ccccc12	0	1	1	7	0.4	-6	99	-2	-16	0
Cc1cc(C(=O)NC2CC(C)(C)Cc3c2cnn3-c2cccc(F)c2)nn1C (configuration not stated)	0	3	-1	1	-2.6	-17	100	5	21	5
N#CC1(Nc2ccc3c4c(cccc24)CC3)CCCCC1	-3	2	-4	-3	-0.6	7	109	-3	-8	-8
NC(=O)[C@@H]1CC2(CC(c3cccc(NC(=O)[C@@H]4CCC(=O)N4)c3)=NO2)CN1C(=O)Cc1ccc([N+](=O)[O-])cc1 (some centres not stated)	-11	-1	2	19	-0.1	0	93	-7	0	5
CSc1nc2ccccc2n1C(=O)NC1CCCCC1	-2	0	1	11	-2.0	4	104	5	10	3
O=C(Nc1ccc2c(c1)OCCO2)N1CCOCC1	-7	7	2	4	-0.1	0	97	2	-13	6
COC(=O)c1ccccc1NC(=O)CSc1nnc(-c2ccc(OC)cc2)n1C	-5	-3	3	22	-2.4	0	96	-1	-17	1
CC1CCCCN1CCCNC(=O)CN1C(=O)c2cccnc2Oc2ccccc21 (configuration not stated)	1	-2	1	7	-2.0	-7	104	-2	-19	6
CC1CN=C(NC2CCCCC2C)S1 (configuration not stated)	-3	-3	-2	0	-0.8	5	98	-7	2	0
Nc1cc(C(F)(F)F)ccc1OCC1CCCO1 (configuration not stated)	8	1	1	-2	-2.5	1	99	-3	-21	-4
N=c1sccn1CC(=O)Nc1cc(Cl)ccc1[N+](=O)[O-]	-3	1	0	0	-2.2	6	102	-1	-8	3
CCOc1ccc(NC(=S)NS(=O)(=O)c2cc(Br)ccc2OCC)cc1	4	-3	-2	0	0.3	x	93	-10	5	15
CN1CCN(C(=O)c2cccc(S(=O)(=O)N3CCCCC3)c2)CC1	-8	4	-1	5	0.0	-1	100	-6	-1	19
OCCNCc1cccc2ccccc12	-2	0	3	2	-0.4	2	101	1	-13	-2
O=C(COC(=O)CNC(=O)c1ccccc1F)Nc1ccc2c(c1)OCO2	8	5	1	0	0.5	6	104	0	-14	11
O=C(O)CCC(=O)Nc1ccc(S(=O)(=O)N2CCCC2)cc1	2	-2	0	6	-1.3	5	102	-2	-3	-3
CS(=O)(=O)N1CCC(NC(=O)Nc2ccc(OC(F)(F)F)cc2)CC1	-1	-7	-1	-3	-1.5	-4	97	-5	17	2
CC(C)c1onc(C(=O)Nc2ccc3c(c2)OCO3)c1[N+](=O)[O-]	3	-2	7	-2	-1.2	1	102	5	x	5
O=C1C(C=NCCCN2CCOCC2)=C(O)c2ccccc21	-6	-4	-1	0	1.0	10	91	3	5	3
O=C(Nc1ccc(F)c(F)c1)C1CCCN(S(=O)(=O)c2cnc[nH]2)C1 (configuration not stated)	-6	-1	2	-1	-1.4	1	108	0	x	4
Cc1cc(C(=O)Nc2ccon2)cs1	4	0	2	-1	-2.5	-3	96	1	-8	5
COc1ccc(S(=O)(=O)N(C)CC(=O)N2CCCCC2)cc1Cl	1	15*	-1	3	-1.1	-14	93	6	0	3
COc1ccc2[nH]c(C(=O)NCc3ccc4c(c3)OCO4)cc2c1	8	-5	-1	2	2.6	x	97	-11	-7	2
COCC(=O)Nc1ccc(S(=O)(=O)NCCc2ccccc2)cc1	-13	5	0	-3	0.8	8	96	2	-13	-4
CCCCOc1cccc(C2C(C(=O)c3cccs3)=C(O)C(=O)N2Cc2cccnc2)c1 (configuration not stated)	-2	5	0	4	-1.4	-6	101	4	-26	18
CCOC(=O)c1c(-c2ccc(N(C)C)cc2)oc2c1C(OC)CC2 (configuration not stated)	-4	3	x	x	x	x	98	1	-28	x
O=S(=O)(c1cccc(-c2nnco2)c1)N1CCOCC1	0	4	1	1	1.9	-1	95	1	0	1
CC12CCC(C)(c3nc4ccccc4nc31)C2(C)C	4	2	-2	3	0.9	-1	u	-3	-16	-1
CC1CN(CCCCOc2cccc(Oc3ccccc3)c2)CC(C)O1 (configuration not stated)	-8	2	-2	-16	-0.7	4	98	6	-7	0
COc1ccc(S(=O)(=O)N2CCOCC2)cc1NC(=O)CN1C(=O)CN(C)C1=O	-13	5	-2	4	-1.6	-6	96	7	-4	-4
Cc1ccc(Cc2c(C3CCCCC3)nc3ccc(Br)cn23)cc1	-8	-2	2	-3	x	x	93	-12	-28	x
COc1ccc(CN(C(=O)c2ccc(-c3ccccc3)[nH]2)C(C(=O)NCC2CCCO2)c2ccc(C)o2)cc1 (configuration not stated)	4	-4	-3	16	-0.8	6	99	5	6	3
Cc1ccc(C(=O)N2CCN(c3ccc(NC(=O)c4cccnc4Cl)cc3)CC2)cc1	-9	-5	-3	-5	-0.3	-31	98	4	0	0
COc1ccc(S(=O)(=O)N2CCCOC2CNC(=O)C(=O)NCc2ccccc2F)cc1C (configuration not stated)	-10	0	2	-6	2.1	-9	95	-2	-4	1
COc1ccc(Nc2ncc(F)c(N3CCOCC3)n2)cc1	-14	0	-18	-16	-0.9	-3	99	-3	12	-1
CSCCC1NC(=S)N(Cc2ccccc2)C1=O (configuration not stated)	0	-9	-2	6	-1.8	-12	100	-3	-28	10
O=C(C1COc2ccccc2O1)N1CCN(c2ccccc2Cl)CC1 (configuration not stated)	-1	-2	4	-1	-2.7	-4	95	-6	-24	10
O=C(COC(=O)c1ccc(S(=O)(=O)NCc2ccco2)cc1)NC1CCCCC1	-25	4	0	-7	-0.6	-1	102	5	18	3
COC(=O)c1cc(Cl)c(NC(=O)Cc2ccccc2)cc1OC	-4	-1	0	-2	0.1	-4	100	-4	5	5
CC(=O)NC1(C(F)(F)F)C(=O)Nc2c1c(=O)[nH]c(=O)n2CCc1ccccc1 (configuration not stated)	-8	6	1	2	2.9	4	101	0	-34	-4
O=C(O/N=C1\CCS(=O)(=O)c2sccc21)c1c(F)cccc1F	4	1	4	9	-3.2	3	94	-1	-2	-5
O=C(NCCCN1CCOCC1)c1cccnc1SCc1ccccc1Cl	4	2	2	2	-0.2	-5	98	-6	5	13

Continued.
canonical_smiles	NOD2 RIPK2 PPI	m5-HT2A agonist	Glyco luc inh	H9c2 protect	MC4R ag barr	TLR9-MyD88 block	ABCB6 inh MLPCN	ABHD5-PLIN5 inh	SRC2 inh	MC4R antagonist
CC1(C)CC(=O)C/C(=N\NC(=O)C2CC23CCC3)C1 (configuration not stated)	0	3	1	4	-0.4	-11	101	4	-5	9
Fc1cccc2sc(N3CCCCC3)nc12	-3	0	-1	-6	-0.8	1	92	-2	-53	2
Cc1ccc(NCc2nnc(SCC(=O)O)n2-c2ccc(C)cc2)cc1	0	12	0	7	-2.5	9	95	-1	-26	1
COc1cccc(C(=O)NNC(=O)c2cccnc2)c1	-11	0	-1	4	-0.7	-7	103	-3	-10	5
CC(C)CN(C(=O)COc1ccc([N+](=O)[O-])cc1)c1c(N)n(CC(C)C)c(=O)[nH]c1=O	8	1	1	5	-1.0	6	100	-3	1	21
CCOc1ccc(C(=O)NC(=S)Nc2ccccc2OC)cc1[N+](=O)[O-]	-1	8	2	-2	-0.1	8	90	-3	22	2
CN1CCC2CC1c1cc(-c3ccc(C(F)(F)F)cc3)ccc12 (configuration not stated)	5	-8	2	-4	-0.4	3	101	8	-7	6
CC1=C(Sc2nc3ccccc3[nH]2)C(=O)NC(C)(C)C1	-8	-1	3	2	-0.8	-4	96	1	-30	8
C/C(=N/NC(=O)c1cn(-c2cccc(C)n2)cn1)c1ccc(C)cc1	-15	-3	-2	10	-0.5	6	96	-1	-19	-1
COc1ccc(/C=N/NC(=O)c2ccc(NC(C)=O)cc2)cc1COc1ccc(F)cc1F	25*	-5	1	-8	-1.2	30*	98	3	12	3
CCC(C)NC(=O)c1cc2cc3ccc(OC)cc3nc2s1 (configuration not stated)	10	5	-12	-15	1.2	-7	97	1	-65	-26
COC(=O)c1cnc(N)s1	-13	0	1	0	2.7	-5	107	-10	-25	8
COCCNC(=O)CSc1cc(-c2ccccc2)c2ccc(OC)cc2n1	-2	-4	-4	13	0.1	-6	94	4	-7	13

Bioassay records (PubChem BioAssay)

These rows are one share of the data (hit frequency here may not be typical).
